Screening data as filed in PubChem BioAssay.
Glioma ERSR ind = ER stress response induction in glioma; U87-MG GRP78 promoter luciferase reporter, 16 h; Potency, µM, without a hit: top-dose activation, hits mostly activators; 420,000 compounds, 0.02% hits; AID 602332; further: potency means the concentration at half of the fitted maximal effect; series mostly up to about 76 µM; % of control where 0% means no effect; nearly all actives have a fitted effect of over 35% in size
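Stably transfected U87-MG human glioma cells carrying a GRP78-based luminescent sensor were seeded at 1000 cells/well, pin-dosed with compounds and incubated 16 h. Luciferase reagent was then added, and end-point luminescence was read after 10 min at room temperature.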
LDHA block = LDHA (human) enzyme inhibition; purified LDHA, NADH/diaphorase-resazurin fluorescence; stronger effect = lower value; activity change, % (values are at about 110 or 230 µM); 480,000 compounds, 0.15% hits; AID 1347041; in the data active means activity change below about -30%; inconclusive means mostly about -25% to -30%;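 further: plate controls were DMSO wells for no effect and wells without enzyme for full effect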
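Human LDH5 at 2 nM final in Tris HCl pH 7.4 with 0.06 mM NADH and 0.2 mM pyruvate, reacted 5 minutes at room temperature. Remaining NADH coupled via diaphorase/resazurin; resorufin fluorescence read at 0 and 20 minutes, normalized to enzyme-free and DMSO wells.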
RGS4 inhibitor = blocks human RGS4-accelerated GTP hydrolysis; P49798; Transcreener GDP fluorescence polarization, RGS4-accelerated GTP hydrolysis; Potency, µM (doses to about 114 µM), inactives show at the top dose activity change, negative = inhibition, actives largely listed as inhibitors; 390,000 compounds, 0.039% hits; further: potency means the concentration at half of the fitted maximal effect; on the % scale 0 is the no-effect control and ±100 the full control effect; nearly all actives have a fitted effect of over 75% in size; some results filed as inactive show a strong effect at the top dose
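MLSMR compounds (23 nl, pin-transferred) preincubated 10 min at room temperature with a 500nM (2x) first reagent, then RGS4 at 900nM (2x) plus Transcreener GDP mix added; fluorescence polarization (620/688 nm) read before and after 90 min at 30 °C.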
Vif-A3G inh = Vif-A3G binding inhibition | 410,000 compounds, 0.076% hits | Potency, µM (series often up to 46.1 µM), for inactives: top-dose activity, negative = active, most hits filed as inhibitors | HeLa A3G-eYFP + Vif (tagged APOBEC3G with the HIV-1 protein that degrades it), YFP fluorescence, overnight | AID 602310 | Q9HC16;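 further: potency means the concentration at half of the fitted maximal effect; on the % scale 0 is the no-effect control and ±100 the full control effect; nearly all actives have a fitted effect of over 60% in size; hits raise eYFP signal because A3G escapes Vif-driven loss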
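Read-out is eYFP fluorescence (Ex 488/Em 500-530) from Vif-expressing HeLa A3G-eYFP cells; more signal means A3G escaped Vif-mediated degradation. Cells plated overnight, compound pinned in, incubated overnight at 37 deg C.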
ERG Ets-DNA blk = ERG Ets/DNA interaction inhibition. fluorescence polarization, His-ERG Ets domain / labelled DNA. 370,000 compounds, 0.028% hits. Potency, µM (titrated, usually from 76.9 µM), for inactives: at the top dose FP activity, negative = inhibition, actives largely listed as inhibitors. AID 624246. P11308; active means well fitted inhibition curve with a large enough effect in the polarisation, with a control signal flat; inconclusive means small, poorly fitted or top-dose-only effect, or effect the other way, or a change in a side signal; inactive means no such curve, though single readings can be large or run the other way; the % refers to the polarisation;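 further: polarization taken with two DNA probes labelled with fluorescein and Texas red; potency means the concentration at half of the fitted maximal effect; % of control where 0% means no effect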
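His-tagged ERG Ets domain (1 uM in the protein solution; 300mM KCl, 50mM Tris-HCl, 1mM EDTA, 1mM DTT, pH 7.5) received compound, then a probe mix of 5 nM fluorescein-DNA and 100nM Texas-615-DNA. Fluorescence polarization was read for both dyes.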
D2 ag = agonists of human D2 dopamine receptor | activation, % at 2 µM | 340,000 compounds, 0.53% hits | P14416 | HEK293 T-REx D2 cells, calcium flux agonist mode | AID 485358;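 active means activation over 3 SD above normal in the single-dose calcium agonist read, cut at about 30% in these data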; further: 0% is about no effect
Target sequence (P14416 whole entry, looked up): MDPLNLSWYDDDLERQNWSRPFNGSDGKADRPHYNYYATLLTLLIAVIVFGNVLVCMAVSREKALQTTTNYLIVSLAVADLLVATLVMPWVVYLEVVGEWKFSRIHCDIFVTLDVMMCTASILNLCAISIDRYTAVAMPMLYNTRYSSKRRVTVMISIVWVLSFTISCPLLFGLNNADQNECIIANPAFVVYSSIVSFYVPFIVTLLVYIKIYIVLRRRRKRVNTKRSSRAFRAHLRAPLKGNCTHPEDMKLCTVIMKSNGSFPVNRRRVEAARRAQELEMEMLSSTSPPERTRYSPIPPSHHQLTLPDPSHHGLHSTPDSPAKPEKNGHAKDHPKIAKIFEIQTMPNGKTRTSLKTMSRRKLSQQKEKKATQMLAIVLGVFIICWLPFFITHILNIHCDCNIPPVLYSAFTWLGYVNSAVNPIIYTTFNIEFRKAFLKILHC
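Agonism scored from kinetic calcium signal (1 read/sec, 180 s) following compound pin transfer, after a 10 s baseline. Cells: HEK293 Trex line expressing inducible D2 receptor coupled to calcium, dye-loaded after overnight culture at 30 C.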
12-LOX inh = ALOX12 (human) lipoxygenase inhibition; 580,000 compounds, 1.1% hits; Potency, µM (doses to about 108 µM), inactives show at the top dose activity change, negative = inhibition, usual class: inhibitors; purified 12hLO, xylenol orange hydroperoxide absorbance; P18054; further: potency means the concentration at half of the fitted maximal effect; on the % scale 0 is the no-effect control and ±100 the full control effect
Target sequence (P18054 whole entry, looked up): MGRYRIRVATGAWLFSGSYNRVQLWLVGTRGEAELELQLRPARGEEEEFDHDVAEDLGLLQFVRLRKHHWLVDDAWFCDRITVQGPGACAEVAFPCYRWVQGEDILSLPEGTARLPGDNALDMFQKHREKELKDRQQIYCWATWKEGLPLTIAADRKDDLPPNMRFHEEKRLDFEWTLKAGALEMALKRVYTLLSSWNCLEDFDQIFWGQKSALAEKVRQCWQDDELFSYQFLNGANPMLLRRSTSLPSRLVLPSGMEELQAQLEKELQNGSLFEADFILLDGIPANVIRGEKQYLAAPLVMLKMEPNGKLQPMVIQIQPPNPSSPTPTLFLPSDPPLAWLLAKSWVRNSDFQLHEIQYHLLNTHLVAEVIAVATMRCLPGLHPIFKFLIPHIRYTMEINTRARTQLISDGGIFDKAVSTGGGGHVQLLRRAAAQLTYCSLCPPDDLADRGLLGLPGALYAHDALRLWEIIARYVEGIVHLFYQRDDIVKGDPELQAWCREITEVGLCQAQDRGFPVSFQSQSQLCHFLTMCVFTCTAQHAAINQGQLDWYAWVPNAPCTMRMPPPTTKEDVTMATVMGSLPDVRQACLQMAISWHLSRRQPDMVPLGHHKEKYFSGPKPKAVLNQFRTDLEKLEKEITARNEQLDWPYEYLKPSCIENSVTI
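Purified human 12hLO (150 nM final) in 25 mM Hepes, 0.01% Triton X-100, pH 7.0 was preincubated 15 min at room temperature with compound. Then 40 uM arachidonic acid was added, 30 min. Hydroperoxide was read by Fe-XO absorbance ratio 573/405 nm.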
Vif-APOBEC3F blk = Vif-A3F binding inhibition; Potency, µM (doses to about 46.1 µM), without a hit: top-dose activity, negative = active; AID 602313; HeLa A3F-eYFP + Vif (tagged APOBEC3F with the HIV-1 protein that degrades it), YFP fluorescence increase; 390,000 compounds, 0.2% hits; further: potency means the concentration at half of the fitted maximal effect; % of control where 0% means no effect; nearly all actives have a fitted effect of over 65% in size
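HeLa cells stably expressing Vif plus C-terminally eYFP-tagged A3F were seeded, incubated overnight at 37 deg C, dosed with compound, incubated overnight again at 37 deg C. Yellow fluorescence (Ex 488/Em 500-530) reported blocked Vif-mediated A3F-eYFP degradation.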
D2 antag = D2 dopamine receptor (human) antagonism. P14416. HEK293 TREx D2 cells, calcium flux, dopamine EC80. inhibition, % at 10 µM. 340,000 compounds, 2% hits. AID 485344; in the data active means inhibition above about 30%; further: 0% is about no effect
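Calcium flux kinetic readout in an inducible HEK293 TREx D2 line plated overnight at 30 C. After 180 s compound exposure, an EC80 dopamine challenge follows with another 180 s kinetic read to detect antagonism.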
An asterisk follows results filed as active; i = inactive; ? = inconclusive; / = no result given; & = joins results of further samples; [ ] = remark or other dose. Unless noted, the call rests on the fitted dose curve; in most records, active means well fitted curve in the direction sought with a large enough effect; inconclusive means small, poorly fitted or top-dose-only effect, or another doubt; inactive means no such curve, though single readings can be large; an effect the other way counts as inactive or inconclusive.

SMILES | Glioma ERSR ind | LDHA block | RGS4 inhibitor | Vif-A3G inh | ERG Ets-DNA blk | D2 ag | 12-LOX inh | Vif-APOBEC3F blk | D2 antag
O=C(COc1ccc2ccccc2c1)N1CCN(C(=O)c2ccco2)CC1 | -0.4% | -2.1 | 0.5% | -0.6% | -6.9% | -0.4 | 1.7% | -1.9% | -2.4
COc1cc(C(=O)N/N=C/c2ccc(OC(=O)c3cccc(C)c3)c(OC)c2)ccc1O | 6.2% | 3.2 | -7.0% | -23.3% | -2.0% | -0.1 | ? | 4.1% | -22.9
CC(C)(C)OC(=O)N1CCC(c2nnc(SCc3ccccc3Cl)o2)CC1 | 0.5% | 6.1&-4.9 | 0.5% | 5.2% | 1.9% | / | 1.2%&-22.0% | 1.4% | /
Cc1cc(NC(=O)CSCC(=O)N(c2ccc(F)cc2)C(C(=O)NC2CCCCC2)c2ccc(O)c(O)c2)no1 (centres undefined) | -1.8% | 4.2 | -29.5% | 1.2% | 10.8% | -1.0 | ? | 0.9% | -15.0
O=C(COC(=O)c1ccc2ccccc2c1O)NCc1ccccc1 | -0.5% | 3.3 | -22.5% | -11.7% | 8.2% | 0.3 | -23.0% | -18.0% | -3.3
O=S(=O)(Nc1nc2ccccc2s1)c1ccc(Br)s1 | 0.1% | 4.3 | 24.0% | 1.6% | / | -0.7 | -27.7% | 0.9% | 7.4
CSc1nsc(SC)c1C(=O)NCCNS(=O)(=O)c1ccc(C)cc1 | 5.5% | -5.6 | 1.2% | -0.2% | -9.3% | / | 5.5% | 1.8% | /
COc1cc2c(c(OC)c1OC)-c1c(cc3c(c1OC)OCO3)C[C@H](C)[C@@](C)(O)C2 | -2.5% | -2.7 | -12.8% | 0.6% | -9.8% | -0.1 | 5.2% | 3.0% | 21.0
CNS(=O)(=O)c1cccc(C(=O)OCCCOC(=O)c2cccc(S(=O)(=O)NC)c2)c1 | -2.6% | 3.4 | 6.1% | 0.8% | -4.8% | -1.3 | -8.3% | -1.2% | 2.3
CCCN1C(=O)C(O)(C2COC(C)(C)CC2=O)c2ccccc21 (centres undefined) | -8.7% | -7.4 | -27.2% | 0.7% | -8.8% | 0.8 | -11.4% | 0.2% | -9.9
CC(NC(=O)c1cccc(S(=O)(=O)N2CCc3ccccc32)c1)c1ccco1 (centres undefined) | -2.8% | -1.0 | -0.8% | -1.2% | -2.6% | -0.4 | -17.4% | -4.2% | -0.8
COc1ccc(C)cc1NC(=O)Nc1cnccn1 | -1.9% | 1.2 | -4.4% | -0.7% | -15.4% | -0.8 | -3.9% | 1.1% | -0.5
COc1ccc([N+](=O)[O-])cc1NC(=O)Cc1ccccc1Cl | -3.9% | -12.3 | -2.6% | -1.5% | 6.4% | -1.5 | 18.0% | -12.6% | -1.6
NNC(=O)C1CCN(S(=O)(=O)c2ccc(Cl)cc2)CC1 | -2.3% | -9.8 | -11.8% | -12.3% | 6.7% | / | 5.3% | -15.2% | /
CCOc1cc(N2CCOCC2)c(OCC)cc1NC(=O)CSc1cccc[n+]1[O-] | 0.0% | 18.7 | -24.8% | 1.7% | -6.8% | / | ? | -14.3% | /
CCC(C)NC(=O)Cn1cnc2sc(C)cc2c1=O (centres undefined) | -0.4% | -3.1 | -17.8% | 0.8% | 2.2% | 0.0 | 37.9%[activator] | -8.4% | 22.3
Cc1cc(-c2nnc(-c3cccc(C(F)(F)F)c3)o2)no1 | 6.4% | -2.1 | -26.1% | 2.1% | -2.1% | -0.4 | -5.7% | 3.1% | -8.3
CC(C)C(=O)Nc1ccc([N+](=O)[O-])cc1Br | -3.8% | 2.3 | -17.9% | 2.2% | -3.4% | -0.4 | -24.0% | 2.5% | -5.7
c1ccc(Oc2nc(Oc3ccccc3)nc(N3CCOCC3)n2)cc1 | -3.8% | -6.3 | -12.3% | -3.6% | -11.4% | 1.0 | 15.2% | -11.4% | 18.2
CCOc1ccc(-c2cc(C(=O)NCc3ccc(OCC)c(OC)c3)[nH]n2)cc1 | -3.6% | -6.9 | 4.3% | 1.0% | 0.5% | 6.0 | -1.3% | 4.2% | /
Cc1ccc([C@H]2C[C@H](O)[C@@H](n3cc(C4CC4)nn3)CN2C(=O)C2CCCCC2)cc1 | -6.7% | -1.0 | / | 0.8% | / | / | -1.9% | -0.4% | /
COc1ccc(NS(=O)(=O)c2ccc(NC(C)=O)cc2)nn1 | -5.6% | -2.8 | -5.3% | -0.4% | -10.9% | / | 397.4%[activator] | -20.1% | /
Cc1cccc(-c2noc(CNC(=O)Nc3ccc(F)cc3)n2)c1 | -1.7% | -2.5 | 18.0%[11.4 µM] | -0.2% | 9.7% | / | -22.5% | -5.8% | /
COc1cccc(NC(=O)COC(=O)CCn2c(C)csc2=O)c1 | 1.2% | -2.3 | -3.2% | 0.5% | -0.7% | -0.7 | -12.1% | 16.5% | 9.4
COc1ccc2c(c1)CCc1c(C(=O)Nc3ccc(F)c(Cl)c3)noc1-2 | 0.4% | 3.8 | 0.0% | 2.5% | -1.8% | 1.1 | -6.8% | -5.1% | /
ON1C(c2ccccc2)CC2(O)c3nonc3CCC12 (centres undefined) | -7.6% | -3.5 | 26.9% | 0.2% | 2.6% | 0.2 | -9.9% | -6.8% | 2.0
O=C(NNc1nc(-c2ccccc2)cs1)c1ccco1 | -1.4% | 3.2 | -31.3% | -2.8% | -0.1% | 0.6 | ? | 0.7% | -0.8
COc1ccc(S(=O)(=O)NN(C)C)cc1N(C)S(=O)(=O)c1ccc(Cl)cc1 | -3.0% | -3.8 | -8.6% | 1.7% | 3.6% | / | 19.0% | 1.3% | /
COc1ccc(CCNC(=O)c2ccc(NS(=O)(=O)c3ccc4[nH]c(=O)[nH]c4c3)cc2)cc1OC | -4.3% | -7.3 | 13.5% | 0.5% | -8.5% | -0.2 | i | -10.6% | -2.6
Cc1nc(SCC(=O)Nc2cccnc2Cl)nc(C)c1C | -3.0% | -11.9 | 15.7% | 1.6% | -0.1% | 0.1 | -6.3% | 4.3% | -9.9
O=C(CSc1nc(C2CC2)nc2ccccc12)N1CCCCC1 | -2.1% | -10.9 | 5.3% | ? | 0.4% | -3.0 | 1.2% | 3.5% | -12.9
CCCN(CCC)CC(O)Cn1cc(/C=C/C(=O)c2cccs2)c2ccccc21 (centres undefined) | 0.7% | 1.2 | 19.1% | ? | 4.9% | 10.7 | ? | ? | -22.7
COCc1oc2ccc(NS(=O)(=O)c3ccc(C)cc3)cc2c1C(=O)OC | -3.4% | -1.6 | -10.7% | ? | 9.4% | -1.9 | -11.4% | -9.1% | /
CCOC(=O)C1=C(C)NC2=C(C(=O)OC2)C1c1ccccc1 (centres undefined) | -4.1% | -0.1 | 7.3% | ? | 5.8% | -0.4 | 11.0% | -5.6% | -7.1
COc1ccc(/C=N/OCc2nc3c4c(ncn3n2)Oc2ccc3ccccc3c2C4c2ccccc2)cc1 (centres undefined) | -3.9% | -6.8 | -26.9% | 0.6% | -10.7% | -1.2 | -6.6% | -5.4% | -2.9
O=C1NCCN/C1=C\C(=O)c1cccc(Br)c1 | 3.8% | -12.8 | -9.1% | 0.1% | 3.3% | 0.3 | ? | -4.5% | -7.2
Cc1c(Cc2ccccc2)c(NCCCO)n2c(nc3ccccc32)c1C#N | -1.8% | 1.6 | -29.9% | 0.2% | 3.0% | 0.1 | 0.0% | -0.3% | -13.3
CCOC(=O)c1c(C)[nH]c(C)c1S(=O)(=O)N1CCC(C(=O)Nc2ccc(F)cc2F)CC1 | -3.3% | -7.9 | 12.5% | -4.2% | -1.4% | 0.1 | -19.6% | 7.5% | /
O=C(c1ccc2[nH]c(=O)c(=O)[nH]c2c1)N1CCc2ccccc21 | -4.2% | -0.7 | 9.6% | -2.4% | -0.9% | 0.1 | -0.9% | 5.5% | -1.7
COc1ccc(S(=O)(=O)NC(=O)C2(C)CCN2C(=O)C2CCCCC2)cc1OC (centres undefined) | ? | 1.1 | / | 1.8% | / | / | -24.3% | / | /
C=C(C)Cn1c(CCNC(=O)CCC)nc2ccccc21 | -2.7% | -1.3 | 19.6% | -2.4% | 1.0% | 0.0 | 0.0% | -0.4% | -1.5
COCC[N+]1(C)CCCCC1 | -1.6% | -20.2 | -36.0% | 1.6% | 5.5% | 1.6 | ? | -3.1% | 6.7
CCOC(=O)c1c(C)[nH]c(C(=O)NNC(=O)c2ccccc2)c1C | 5.1% | -8.3 | 16.4% | -0.2% | 3.7% | 0.8 | 6.4% | 2.8% | 2.8
CCn1c(=O)c2cc(C(=O)NCCOC)sc2c2ccccc21 | -8.4% | -7.3 | 8.9% | -8.0% | 0.5% | 0.1 | -13.6% | 3.8% | 0.3

Only LDHA block and D2 ag, for two of the compounds above:
| compound | LDHA block | D2 ag |
| --- | --- | --- |
| Cc1c(Cc2ccccc2)c(NCCCO)n2c(nc3ccccc32)c1C#N | 1.6 | 0.1 |
| CCOC(=O)c1c(C)[nH]c(C)c1S(=O)(=O)N1CCC(C(=O)Nc2ccc(F)cc2F)CC1 | -7.9 | 0.1 |

The list is partial; the hit share may differ from the screen's.
